# Screens: PubChem BioAssay, National Center for Advancing Translational Sciences (NCATS)
# TRPV1 ag: agonists of human vanilloid receptor 1 (TRPV1); actives 0.19% (n = 320,000); TRPV1-expressing cells, Fluo-8 calcium influx, agonist mode; activation, % at 8.33 µM; in the data active = activation above about 80%; inconclusive = between about 30% and that limit; note: 0% is about no effect
#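 TRPV1-expressing cells were cultured overnight at 35.5C and loaded with Fluo-8 calcium dye for 40 to 90 min at room temperature. After a 10 s baseline, compound was added and calcium influx was read kinetically for 3 min (ex 480/em 520 nm).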
# VP16 counter: inhibits Gal4-VP16 luciferase reporter, ROR gamma counter-screen | Potency, µM (series often up to 53.6 µM), for the others: at the highest dose activity, negative = inhibition, usual class: inhibitors | Drosophila S2 Gal4-VP16 UAS-luciferase, luminescence, 20 h | actives 3.5% (n = 310,000);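 note: Gal4-VP16 expression switched on by copper sulfate through the metallothionein promoter; potency is the fitted concentration of half-maximal effect; % is set by controls: 0 for no effect and ±100 for the full control effect; nearly all actives have a fitted effect of over 50% in size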
# ELG1 genotoxic: induces genotoxicity in HEK293T cells with luciferase-tagged ELG1. HEK293T ELG1-luciferase reporter, luminescence, 16 h. Potency, µM (doses to about 46 µM), inactives show at the highest dose activity change, positive = activation, hits mostly activators. actives 1.3% (n = 330,000). AID 504466; note: potency is the fitted concentration of half-maximal effect; % of control where 0% means no effect; nearly all actives have a fitted effect of over 60% in size
#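 After overnight (16 hr) compound treatment at 37 °C, ELG1-luciferase HEK293T cells were lysed with ONE-Glo; luminescence quantified 30 min later at room temperature.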
# Rab9 prom act: activators of Rab9 promoter; Potency, µM (series often up to 9.22 µM), for inactives: at the top dose activation, negative = inhibition, hits mostly activators; actives 2.8% (n = 320,000); Huh7 Rab9 promoter-luciferase reporter, luminescence, 24 h; note: potency is the fitted concentration of half-maximal effect; % of control where 0% means no effect; nearly all actives have a fitted effect of over 60% in size
#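 Measured in stably transfected Huh7 cells bearing a Rab9 promoter–luciferase construct: 24 h compound treatment at 37 °C, followed by luminescence detection.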
# Tb PFK block: inhibitors of T. brucei phosphofructokinase | T. brucei PFK, ADP-Glo luminescence | Potency, µM (highest dose often 57.5 µM), without a hit: at the highest dose activity, negative = inhibition, most hits filed as inhibitors | actives 0.17% (n = 330,000) | AID 485367;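 note: potency is the fitted concentration of half-maximal effect; 0% = uninhibited 1x PFK enzyme wells and -100% = no-enzyme wells; nearly all actives have a fitted effect of over 60% in size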
#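 Compounds were pin-transferred as a titration series up to 57 uM into substrate buffer (0.5 mM F6P, 0.1 mM ATP, pH 8.0), then 1.25 nM PFK was added and reactions ran 45 min before ADP-Glo detection.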
# NPC1 promoter act: activators of NPC1 promoter. Huh7 NPC1 promoter luciferase reporter, 24 h. Potency, µM (titrated, usually from 9.22 µM), inactives show at the top dose activation, usual class: activators. actives 2.4% (n = 320,000). AID 485313;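 note: potency is the fitted concentration of half-maximal effect; % of control where 0% means no effect; nearly all actives have a fitted effect of over 60% in size; reporter is driven by a mutant NPC1 promoter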
#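 Cells: Huh7 expressing luciferase under the NPC1 promoter, 1500/well. Seeded 2 h, compound added, incubated 24 h at 37 °C. Luciferase reagent, 10 min ambient, then luminescence.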
# p53 reactivator: restores transcriptional activity of mutant p53; H1299 p53-A138V BP100-luciferase reporter, luminescence, 24 h; Potency, µM (highest dose often 92.2 µM), for inactives: top-dose activity change, positive = activation, most hits filed as activators; actives 0.063% (n = 320,000); AID 504706; note: potency is the fitted concentration of half-maximal effect; % of control where 0% means no effect; nearly all actives have a fitted effect of over 45% in size
#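 H1299 (p53-null), stable ts p53-A138V + BP100-Luc; 1000 cells/well, Opti-MEM/10% FBS; cpd 4 pt, 1:5; 24 h, 37 deg C, 5% CO2; detection reagent 10 min RT; luminescence.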
# RORg inh: blocks mouse ROR gamma transcriptional activity; P51450; Drosophila S2 Gal4-RORgamma UAS-luciferase reporter, 20 h; Potency, µM (titrated, usually from 53.6 µM), inactives show at the top dose activity change, negative = inhibition, hits mostly inhibitors; actives 5.4% (n = 310,000); AID 2551; note: potency is the fitted concentration of half-maximal effect; % is set by controls: 0 for no effect and ±100 for the full control effect; nearly all actives have a fitted effect of over 60% in size
# Target sequence (P51450 whole entry, looked up, the tested form may be a part): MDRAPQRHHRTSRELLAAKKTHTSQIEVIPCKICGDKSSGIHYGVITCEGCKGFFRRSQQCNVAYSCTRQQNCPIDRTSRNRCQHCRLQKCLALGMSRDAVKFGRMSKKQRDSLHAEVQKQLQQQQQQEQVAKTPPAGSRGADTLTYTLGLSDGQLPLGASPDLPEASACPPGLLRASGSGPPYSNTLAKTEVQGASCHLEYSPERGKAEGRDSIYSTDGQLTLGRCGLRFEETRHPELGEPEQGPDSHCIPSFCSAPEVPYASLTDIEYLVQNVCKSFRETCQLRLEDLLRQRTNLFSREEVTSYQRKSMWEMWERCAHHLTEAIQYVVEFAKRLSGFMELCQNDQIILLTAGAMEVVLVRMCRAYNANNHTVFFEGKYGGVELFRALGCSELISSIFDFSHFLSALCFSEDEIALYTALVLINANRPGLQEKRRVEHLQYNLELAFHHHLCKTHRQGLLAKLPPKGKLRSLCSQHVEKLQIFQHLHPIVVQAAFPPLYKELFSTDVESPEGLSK
#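 Luciferase reporter read in Schneider cells carrying Gal4-RORγ (mouse) and UAS-Photinus luciferase; cells given compound 1 h before 700 uM copper sulfate induction, then incubated 20 h at ambient temperature.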
# FLuc counter: counter-screen for miR-21 project: firefly luciferase inhibitors or activators | purified FLuc, Km substrates, luminescence inhibition | Potency, µM (highest dose often 57.5 µM), inactives show at the highest dose activity change, negative = inhibition, usual class: inhibitors | actives 6.9% (n = 360,000);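 note: potency is the fitted concentration of half-maximal effect; plate controls were vehicle for no effect and reference inhibitor for full effect; nearly all actives have a fitted effect of over 55% in size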
# Target sequence (P08659 whole entry, looked up): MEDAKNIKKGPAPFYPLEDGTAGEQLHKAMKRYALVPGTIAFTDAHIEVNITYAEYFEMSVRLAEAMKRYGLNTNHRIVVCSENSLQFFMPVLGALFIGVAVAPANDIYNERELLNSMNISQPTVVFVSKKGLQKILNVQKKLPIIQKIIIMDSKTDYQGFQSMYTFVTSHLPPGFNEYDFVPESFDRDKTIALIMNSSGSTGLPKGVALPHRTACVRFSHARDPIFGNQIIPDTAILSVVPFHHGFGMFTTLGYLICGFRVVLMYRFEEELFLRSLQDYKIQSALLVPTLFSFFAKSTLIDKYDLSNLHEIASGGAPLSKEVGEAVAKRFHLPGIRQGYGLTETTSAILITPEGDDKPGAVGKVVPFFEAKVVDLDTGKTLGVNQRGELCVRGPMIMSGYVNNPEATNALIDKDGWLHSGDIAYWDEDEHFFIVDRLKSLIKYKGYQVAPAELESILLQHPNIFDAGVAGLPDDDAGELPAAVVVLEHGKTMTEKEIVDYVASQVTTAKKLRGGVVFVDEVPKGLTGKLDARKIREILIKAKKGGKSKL
#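 Purified P. pyralis luciferase (10nM final) with 10uM D-luciferin and 10uM ATP (Km levels) in 50mM Tris acetate pH 7.5, 10mM Mg acetate, 0.01% Tween-20, 0.05% BSA; qHTS 6-point titration, ~60 µM downward; luminescence read.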
# BRCA1 expr up: BRCA1 expression activation. MCF7-BRCA1-FFLuc reporter, luminescence, 48 h; response scale: scaled: vehicle 0%, 10 µM genistein 100%. Potency, µM (highest dose often 46.1 µM), for inactives: top-dose activation, usual class: activators. actives 1.1% (n = 380,000). AID 624202; note: potency is the fitted concentration of half-maximal effect; nearly all actives have a fitted effect of over 80% in size; some results filed as inactive show a strong effect at the top dose
#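 MCF7-BRCA1-FFLuc cells, 2000/well in phenol-red-free MEM, attached 2 h then treated 48 h at 37 C. Luciferase luminescence read 15 min after reagent; normalized to genistein maximum activation (10microM) and DMSO, concentration-response fitted.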
# ELG1 repair inh: inhibitors of ELG1-dependent DNA repair in HEK293T cells; HEK293T ELG1-luciferase reporter, luminescence, 16 h; DNA damage induced by 5-fluorouridine; Potency, µM (doses to about 46.1 µM), for the others: at the top dose activity change, negative = inhibition, actives largely listed as inhibitors; actives 2.3% (n = 330,000); note: potency is the fitted concentration of half-maximal effect; % is set by controls: 0 for no effect and ±100 for the full control effect; nearly all actives have a fitted effect of over 55% in size
#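 Luminescence from the luciferase reporter, measured 30 min after ONE-Glo reagent at room temperature, was the read-out. Beforehand, 2,000 cells per well were exposed for 16 hr at 37 °C to 5-fluorouridine together with compound or vehicle.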
# An asterisk follows results filed as active; ? = inconclusive; nt = no result given; [ ] = another dose, or the depositor's remark. Unless noted, calls come from the whole dose curve; as a rule, active = well fitted curve in the direction sought with a large enough effect; inconclusive = small, poorly fitted or top-dose-only effect, or another doubt; inactive = no such curve, though single readings can be large; an effect the other way counts as inactive or inconclusive.
SMILES,TRPV1 ag,VP16 counter,ELG1 genotoxic,Rab9 prom act,Tb PFK block,NPC1 promoter act,p53 reactivator,RORg inh,FLuc counter,BRCA1 expr up,ELG1 repair inh
CCOP(=O)(c1ccccc1)C(O)c1ccccc1 (stereo not given),2,-8%,3%,0%,-1%,-4%,7%,-1%,0%,13%,8%
CCCCc1nc(NCCNC(=O)c2ccccc2)c(C#N)c2c1CSC(C)(C)C2,?,10%,-23%,-7%,-1%,1%,-1%,-21%,0%,-36%,?
CSc1cccc(NS(=O)(=O)c2ccc3c(c2)NC(=O)C(C)C(=O)N3)c1 (stereo not given),-2,-9%,3%,5%,-1%,-3%,nt,49%,-1%,-1%,-6%
O=C(N/N=C\c1ccco1)c1cncc(Br)c1,2,?,6%,0%,-2%,-2%,-4%,?,3%,nt,-1%
O=C(NCC1COCCO1)c1ccc(OC2CCN(CCc3ccccc3)CC2)cc1 (stereo not given),-2,nt,0%,2%,3%,1%,nt,nt,-2%,-25%,1%
COc1ccc(/C=C(\NC(=O)c2ccc([N+](=O)[O-])cc2)C(=O)NCCCN2CCOCC2)cc1,-8,-21%,-2%,0%,-1%,0%,0%,-23%,0%,0%,-9%
CC[C@@]12C(=O)N(c3cccc(F)c3)C(=O)N1[C@H](c1ccc(F)cc1)[C@@H]1C(=O)N(C3CCCCC3)C(=O)[C@@H]12,10,-27%,-3%,-2%,-3%,2%,7%,-15%,-1%,8%,-3%
COc1ccc(C(=O)N/C(=C/c2cccnc2)C(=O)Nc2cccc(C(C)=O)c2)cc1OC,3,-8%,-1%,-2%,0%,1%,-3%,1%,-2%,-10%,5%
CN1[C@@H]2CCC[C@H]1CC(NC(=O)c1nn(C)c3ccccc13)C2 (stereo not given in full),9,nt,7%,1%,-2%,-3%,-6%,nt,11%,1%,5%
COc1cccc(C(C(=O)Nc2ccc(F)cc2)N(C(=O)Cn2nnc3ccccc32)C2CC2)c1 (stereo not given),nt,6%,-3%,2%,2%,-6%,-1%,11%,0%,-5%,?
Cc1c(Cl)ccc(S(=O)(=O)NCCN2CCOCC2)c1Cl,-3,7%,-1%,3%,0%,1%,nt,-9%,5%,1%,0%
COc1cccc2cc(C(=O)C3=C(O)C(=O)N(CCN4CCOCC4)C3c3cccs3)oc12 (stereo not given),-4,16%,-1%,2%,4%,2%,?,-18%,1%,-8%,7%
Nc1nc(Cl)cc(Sc2ccc(F)cc2)n1,1,25%,3%,-2%,-6%,-3%,1%,?,-3%,19%,27%
O=c1cc(O)nc(-c2ccc(Cl)cc2)s1,1,6%,0%,-6%,2%,-1%,1%,-20%,?,-9%,6%
N#CC(C(=O)NC1CCCCC1)=C1CCCCCC1,-1,-18%,-2%,1%,0%,-3%,3%,?,-2%,19%,-3%
COc1cc(C)c(/C=C(\C#N)C(=O)Nc2cccc(C)c2)cc1C(C)C,-1,-9%,2%,-1%,5%,0%,0%,-7%,0%,-6%,-19%
COc1ccc2nc(-c3ccccc3)cc(C(=O)N3CCC3)c2c1,3,nt,-4%,1%,6%,-1%,-10%,nt,?,-12%,-27%
COC(=O)C1=CN(c2ccc(OC)cc2)C=C(C(=O)OC)C1c1cccc(F)c1,15,-8%,-9%,-1%,-1%,0%,nt,?,3%,0%,?
CCC(C)(C)NC(=O)C(c1ccc(C)cc1)N(Cc1cccs1)C(=O)c1ccc2c(c1)OCCO2 (stereo not given),?,-2%,-1%,1%,-2%,-1%,-5%,11%,-3%,-47%,-17%
COc1ccc2c(c1OC)C(=O)N1c3ccccc3SC21 (stereo not given),-4,?,?,2.8µM*,7%,2.5µM*,?,-2%,2.4µM*,5µM*,?
Cc1noc(C)c1CSc1nnc2scc(-c3ccc(Cl)cc3)n12,17,29%,nt,nt,nt,nt,nt,9%,2%,10%,nt
Nc1nc(Nc2cccc(Cl)c2)nc(NCCO)c1[N+](=O)[O-],-3,-1%,?,4%,0%,-3%,0%,?,?,-24%,5%
O=C(Oc1cccnc1)c1ccc([N+](=O)[O-])cc1Cl,3,-6%,1%,-1%,0%,-5%,-2%,5%,-2%,21%,17%
O=C(COc1ccc(Cl)cc1Cl)NCCSc1ccc(Cl)cc1,9,0%,1%,-4%,2%,-3%,-6%,21%,1%,-3%,1%
CCN(CC(=O)NCc1cccs1)S(=O)(=O)c1ccc(C(C)C)cc1,19,14%,-5%,-1%,6%[0.46 µM],-1%,-7%,39%,-1%,-1%,-2%

# The list goes on; the last 2 above are carried over.
SMILES,TRPV1 ag,VP16 counter,ELG1 genotoxic,Rab9 prom act,Tb PFK block,NPC1 promoter act,p53 reactivator,RORg inh,FLuc counter,BRCA1 expr up,ELG1 repair inh
O=C(COc1ccc(Cl)cc1Cl)NCCSc1ccc(Cl)cc1,9,0%,1%,-4%,2%,-3%,-6%,21%,1%,-3%,1%
CCN(CC(=O)NCc1cccs1)S(=O)(=O)c1ccc(C(C)C)cc1,19,14%,-5%,-1%,6%[0.46 µM],-1%,-7%,39%,-1%,-1%,-2%
COc1cc(S(=O)(=O)N2CCOCC2)ccc1NC(=O)COC(=O)/C=C/c1cc(OC)c(OC)c(OC)c1,nt,nt,17%,nt,0%,nt,3%,nt,nt,-11%,0%
CCCC[C@@H]1C=C(C(=O)O)[C@H](c2ccc(C#N)cc2)N1S(=O)(=O)c1ccc(C)cc1,nt,nt,2%,nt,5%,nt,-2%,nt,nt,15%,-10%
CCOc1ccc(C(=O)C(CCC(CN(C)C)C(=O)c2ccc(OCC)cc2)CN(C)C)cc1 (stereo not given),11,-98%,-16%,-34%[inhibitor],0%,-22%,-16%,10%[10 µM],3%,-104%[inhibitor],?
COCC(=O)N1CCC(Oc2ccc(C(=O)NCc3cc(C)no3)cc2)CC1,4,2%,-2%,4%,3%,0%,0%,-6%,2%,-9%,2%
Cn1c(Cn2c(=O)sc3ccccc32)nnc1SCC(=O)Nc1ccccc1,-2,15%,4%,2%,-7%,-2%,2%,-8%,-1%,7%,13%
O=C(O)C1(c2ccccc2)CCN(S(=O)(=O)c2ccc(Br)cc2)CC1,0,-4%,-13%,-1%,-7%,-4%,1%,7%,-9%,-14%,-17%
C=CCSc1n[nH]c(-c2ccc(OCCCC)cc2)n1,1,8.9µM*,18µM*,?,3%,?,?,8.9µM*,15µM*,7.9µM*,?
CCCN(CC(=O)Nc1ccc(F)c(F)c1F)C(=O)CCc1nc2ccccc2c(=O)[nH]1,6,nt,1%,-2%,0%,0%,3%,nt,10%,4%,3%
C/C(=N\NC(N)=S)c1ccc(Cl)s1,-1,5µM*,-5%,-2%,-4%,-2%,6%,1.4µM*,1%,-25%,?
CCOc1ccc(-c2nn(-c3ccccc3)cc2/C=C2\SC(=S)N(Cc3ccco3)C2=O)cc1,3,-13%,4%,-8%,0%,-1%,3%,16%,1%,4%,3%
CS(=O)(=O)N(CC(=O)NCc1ccc2c(c1)OCO2)c1cccc(Cl)c1,0,-1%,1%,-4%,0%,-5%,-6%,15%,5%,10%,21%
O=C(CN(Cc1ccc(Cl)cc1)S(=O)(=O)c1ccccc1)NCC1CCCO1 (stereo not given),?,-1%,-4%,0%,1%,-7%,-7%,7%,0%,-9%,-13%
O=C(O)CCN1c2cccc3cccc(c23)S1(=O)=O,0,9%,7%,-1%,0%,0%,3%,-8%,-1%,4%,0%
COc1cc(/C=C(\C#N)c2ccccn2)ccc1OCC(=O)Nc1cccc(C(F)(F)F)c1,-1,?,?,-7%,3%,-3%,-2%,16%,2%,-11%,?
COc1ccc(OC)c(NC(=O)C2COc3ccccc3O2)c1 (stereo not given),15,3%,4%,8%,2%,2%,4%,18%,-10%,9%,15%
NC(=O)CC[C@H](NC(=O)c1ccc(F)cc1)C(=O)OCC(=O)NCc1ccc2c(c1)OCO2,nt,nt,1%,nt,-3%,nt,?,nt,nt,-11%,14%
Cc1nn(-c2ccccc2)c(C)c1C(=O)NCCc1ccccc1,3,-2%,?,?,3%,?,?,-11%,?,?,?
COc1ccc(CCNC(=O)CN(C)S(=O)(=O)c2cccc3nsnc23)cc1OC,0,-2%,-1%,-1%,-1%,-2%,-1%,-3%,1%,1%,-8%
CN(CC(=O)Nc1ccc(F)c(F)c1F)C(=O)C1CCC1,1,nt,-1%,0%,-3%,-8%,6%,nt,-3%,-6%,3%
CC(=O)Nc1ccc(N(C(=O)c2ccco2)C(C(=O)NC2CCCC2)c2cccs2)cc1 (stereo not given),1,-1%,4%,-2%,0%,-3%,3%,-10%,6%,-9%,16%

# Outcome played no part in choosing rows; about 15% have a hit in one of these screens.
